Assay outcomes (PubChem BioAssay)
MITF inh: MITF inhibitors, primary screen, biochemical, AlphaScreen, human. Microphthalmia-associated transcription factor (Homo sapiens), O75030. AlphaScreen MITF homodimerization, bead proximity signal. inhibition, % at 2.6 µM. 650,000 compounds, 0.91% hits. AID 1259374, 2018; in the data active means inhibition above about 50%;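 further: 0% = vehicle wells with protein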
GPR151 ag: activators of human GPR151, primary screen, cell-based, PathHunter beta-arrestin, luminescence; G-protein coupled receptor 151 (Homo sapiens), Q8TDV0; PathHunter beta-arrestin GPR151 cells; activation, % at 11.2 µM; 650,000 compounds, 1% hits; AID 1508602, 2020; in the data active means activation above about 4.9%;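 further: 0% = median of compound wells and 100% = cells with positive control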
TEAD-YAP block: TEAD-YAP interaction inhibition, primary screen, TEAD-YAP interaction inhibitor project, luminescence, HEK-TIYL cells. inhibition, % at 9.12 µM. 640,000 compounds, 1.4% hits. TEAD-Gal4/YAP UAS-luciferase luminescence. AID 1259422, 2018; in the data active means inhibition above about 32%;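 further: 0% = median of test compound wells and 100% = reference inhibitor wells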
FBW7 act: FBW7 E3 ligase activators, primary screen, biochemical, AlphaScreen, human | F-box/WD repeat-containing protein 7 (Homo sapiens), Q969H0 | AlphaScreen FBW7–phospho-cyclin E peptide binding, activator screen | normalized activity (activation), % at 26.1 µM | 650,000 compounds, 0.13% hits; in the data active means normalized activity above about 1.9%;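 further: purified mutant Fbw7 with reduced substrate affinity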
Target sequence (Q969H0 whole entry, looked up): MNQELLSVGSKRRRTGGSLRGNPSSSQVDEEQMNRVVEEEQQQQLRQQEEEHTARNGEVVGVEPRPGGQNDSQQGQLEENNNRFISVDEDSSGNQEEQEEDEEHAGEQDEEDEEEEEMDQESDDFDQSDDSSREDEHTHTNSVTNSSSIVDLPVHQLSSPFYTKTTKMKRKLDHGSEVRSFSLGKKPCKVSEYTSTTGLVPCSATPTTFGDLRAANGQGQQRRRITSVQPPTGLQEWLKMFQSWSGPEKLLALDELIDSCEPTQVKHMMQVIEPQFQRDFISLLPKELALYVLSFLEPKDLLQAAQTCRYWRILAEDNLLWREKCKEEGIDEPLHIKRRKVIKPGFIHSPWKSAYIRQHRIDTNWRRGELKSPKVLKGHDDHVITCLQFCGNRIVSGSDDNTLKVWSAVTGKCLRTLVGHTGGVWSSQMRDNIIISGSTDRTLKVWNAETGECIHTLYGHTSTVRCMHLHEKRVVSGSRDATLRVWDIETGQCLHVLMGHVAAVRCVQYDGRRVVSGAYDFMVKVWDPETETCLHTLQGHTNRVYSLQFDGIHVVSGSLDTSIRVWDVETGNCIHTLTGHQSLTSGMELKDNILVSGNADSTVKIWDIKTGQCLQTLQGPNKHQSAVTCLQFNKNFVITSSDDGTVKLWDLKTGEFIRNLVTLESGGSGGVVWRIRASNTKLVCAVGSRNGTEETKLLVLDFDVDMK
* hit, by the source's call; & = joins results of further samples.

Value order – MITF inh, GPR151 ag, TEAD-YAP block, FBW7 act
- COc1ccc(CCN(C)C2CCCN(Cc3ccccn3)C2)cc1OC (centres undefined)
  -9, 3.5, 0, -0.2
- CNC(=O)Cn1nc(-c2cccc([N+](=O)[O-])c2)c2ccccc2c1=O
  0, 1.4, -9, 0.0
- OCCN1CCN(CC(O)COc2ccc(-c3ccccc3)cc2)CC1 (centres undefined)
  7, -0.7, -13, -0.1
- CN(Cc1c(Cl)cccc1Cl)S(=O)(=O)c1cccs1
  3, 4.1, 8, 0.4
- Cc1ccc(-n2nc3cc(C)c(NC(=O)c4cccc(Br)c4)cc3n2)cc1
  10, 0.2, 0, 0.1
- N#Cc1nc(-c2ccc(F)cc2)oc1NCCCN1CCOCC1
  4, 2.0, -23, -0.1
- Cc1nc(-c2ccccc2)sc1CCNC(=O)c1ccc(Cl)cc1
  -6, -1.1, -4, 0.1
- CC1(C)Oc2ccc(C(=O)NC3CCCCC3)cc2N(CC(=O)Nc2ccccc2)C1=O
  -4, 1.1, -5, 0.3
- CCCN1C(=O)C(CC(=O)Nc2ccccc2[N+](=O)[O-])SC1=Nc1ccccc1 (centres undefined)
  4, 1.5, 2, -0.1
- Cc1c(C#N)c(N)nc2c3c(sc12)NC(=O)CC3c1c(F)cccc1Cl (centres undefined)
  10, 2.6, -6, -0.1
- COc1ccc(C(=O)O)cc1S(=O)(=O)Nc1ccc(C)cc1
  -1, -0.9, 7, -0.1
- Cc1c(C(=O)NNS(=O)(=O)c2ccccc2)sc(=S)n1C
  4, 0.1, 10, -0.1
- COC(=O)COc1ccc(S(=O)(=O)Nc2cc(C)cc(C)c2)cc1Cl
  4, 0.0, 2, -0.1
- Cn1c(C(=O)NCc2ccccc2Br)cc2occc21
  14, -1.1, 2, 0.5
- Cc1c(Cl)cccc1NC(=O)CN(c1ccc(F)c(Cl)c1)S(C)(=O)=O
  10, 1.6, -8, 0.7
- COc1ccc(NC(=O)C2Cc3ccccc3CN2S(=O)(=O)c2ccc(C)cc2)cc1 (centres undefined)
  7, -0.7, 12, 0.3
- Cc1cc2c(c(=O)n1CCN(C)C)C(c1cccc(Br)c1)C(C#N)=C(N)O2 (centres undefined)
  -7, -0.4, -3, -0.1
- COc1ccc(/C=N/NC(=O)c2ccccc2[N+](=O)[O-])cc1OC
  1, 1.5, -13, 0.0
- CC(/C=C/c1ccccc1)=N/NC(=O)CNc1cccc2ccccc12
  5, -1.8, 2, 0.3
- CCOC(CNC(=O)c1cccnc1SCc1cccc(Br)c1)OCC
  7, -0.1, -3, 0.2
- CCOc1cc(C(=O)NCCO)cc(OCC)c1OCC
  -6, 0.0, 3, -0.3
- O=C(NCC1(CO)CC1)c1ccc(S(=O)(=O)N2CCCC2)cc1
  9, 0.3, 8, 0.0
- Cc1cccc(CN2CCc3c(nc(N4CCCC(C)C4)[nH]c3=O)C2)n1 (centres undefined)
  -3, -0.8, 0, 0.5
- COc1ccc(CNC(=O)CCCn2c(SCc3cccc(F)c3)nc3cc4c(cc3c2=O)OCO4)cc1
  11, 0.6, 2, 0.1
- Oc1ccccc1-c1nnc(-c2ccccc2)o1
  -1, -3.9, -55, 0.0
- CC(C)N(CCNC(=O)c1csc(Nc2ccccc2)n1)C(C)C
  -5, -1.0, -9, -0.2
- CN(C)C(=O)Cn1cnc2c(cnn2-c2ccc(F)cc2)c1=O
  8, 0.5, 12, -0.1
- COc1ccc([N+](=O)[O-])cc1NCc1ccc(Cl)cc1
  -9, 1.7, -3, -0.1
- NS(=O)(=O)c1ccc(CCNC(=O)c2csc3c2CCCC3)cc1
  -5, -0.2, -1, 0.0
- CC1=C(C(=O)NCc2ccccc2)C(c2cccc(F)c2)NC(=S)N1 (centres undefined)
  -5, -0.9, -1, 0.2
- CC(C)(C)NC(=O)CN(Cc1ccccc1)S(=O)(=O)c1ccc(Br)cc1
  2, 0.0, -2, 0.0
- CCOc1ccc(C2CC(c3ccc(OC)c(OC)c3)=NN2S(C)(=O)=O)cc1 (centres undefined)
  -3, -0.5, -50, -0.1
- COCCOC(=O)c1ccc(NC(=O)COc2ccc(C)cc2)cc1
  -12, 4.2, -1, 0.0
- Cc1ccc2c(c1)cc(CN(Cc1cccnc1)C(=O)COc1ccccc1)c1nnnn12
  4, -1.0, 3, 0.0
- COC(=O)c1c(NC(=O)c2ccc(OCc3cccc(F)c3)c(OC)c2)sc(C)c1C
  4, 2.4, -5, 0.1
- O=C1C(=O)N(c2cccc([N+](=O)[O-])c2)C(c2ccc(F)cc2)/C1=C(\O)c1ccccc1 (centres undefined)
  -6, -1.8, -2, 0.0
- O=C(c1ccc(F)c(F)c1)N1CC(C(=O)N2CCN(c3ccccc3)CC2)C1
  14, -1.3, 3, 0.0
- Cc1ccc(CNc2nc3c(c(=O)[nH]c(=O)n3C)n2CC(O)CO)cc1 (centres undefined)
  6, -0.5, 2, -0.1
- CN1CCCN(Cc2ccc(Cl)c(Cl)c2)CC1
  32, 0.4, 9, -0.3
- COc1cccc(CC(=O)N2CCC(n3c(C)nc4sc(C)c(C)c4c3=O)CC2)c1
  -20, 0.0, 2, 0.0
- C=CCc1c(C)nc2sc(C(=O)Nc3ccc([N+](=O)[O-])cc3)c(N)c2c1C
  3, 0.5, -19, 1.2
- Cc1ccc(C(OC(=O)c2cccs2)C(=O)NC(C)(C)C)cc1 (centres undefined)
  -4, 0.4, 7, 0.0
- COc1ccc(C2CC(c3cccs3)=NN2C(=O)CSc2nnc(CNC(=O)c3ccccc3)n2Cc2ccccc2)cc1 (centres undefined)
  1, 0.3, 14, -0.1
- COc1ccccc1-n1nnnc1SCCn1c([N+](=O)[O-])cnc1C
  -21, -0.9, -7, 0.3
- COCCN1C(=O)c2cc(C(=O)Nc3cccc(F)c3)ccc2C1Nc1cccc(F)c1 (centres undefined)
  6, -0.5, 11, 0.1
- CCOC(=O)C1=C(C)N=c2s/c(=C/c3ccc4cc(C)ccc4n3)c(=O)n2C1c1ccc(OC)cc1 (centres undefined)
  -2, -0.4, -2, 0.0
- CCOCCCN1C(=O)c2ccccc2CC1(C)C(=O)NC1CCCCCC1 (centres undefined)
  -2, 0.0, 1, -0.1
- CC1=C(C(=O)OCCOC(C)C)C(c2ccc([N+](=O)[O-])cc2)C2=C(CC(C)(C)CC2=O)N1 (centres undefined)
  9&8, -0.1&0.4, 18&6, 0.3&0.0
- CCOC(=O)c1cc2c(=O)n3ccccc3nc2n(C2CCCCC2)c1=NC(=O)c1ccc(Cl)cc1
  -73, 4.0, 12, 0.2
- O=C(NCc1ccc2c(c1)OCO2)c1nnc(Cc2c(F)cccc2Cl)o1
  -28, -0.4, -1, 0.0

The list goes on.
Value order – MITF inh, GPR151 ag, TEAD-YAP block, FBW7 act
- CCOC(=O)c1ccc(NC(=O)N2CCC(NC(=O)c3ccccc3)CC2)cc1
  -21, -1.0, -2, 0.0
- COc1cc(OC)nc(Sc2ccccc2/C=N/O)n1
  4, 3.2, 57*, 0.3
- COc1ccc(-c2nnc(NC(=O)C3COc4ccccc4O3)o2)cc1 (centres undefined)
  6, 0.6, -4, -0.2
- O=C(Nc1ccc(Br)cc1)N1CCOCC1
  11, -1.5, -5, 0.3
- COc1cccc(C2(O)CCN(CC(=O)N3CCCC3)CC2)c1
  7, 0.5, 7, -0.2
- O=C(CSc1nnc2ccc(-c3ccc4c(c3)OCO4)nn12)N1CCCCC1
  -19, -0.9, -3, 0.1
- CCCC(=O)Nc1cc(C)c(NC(=O)c2cccc(F)c2)cn1
  9, 0.6, 5, 0.3
- C/C(=N\NC(N)=O)c1cccc(Cl)c1
  -11, -1.9, -3, -0.1
- Nc1cc(=O)[nH]c(SCC(=O)Nc2nc(-c3ccc(F)cc3)cs2)n1
  7, -1.1, 4, 0.0
- Cc1cc(-c2nc3c4c5c(sc4[nH]c(=O)n3n2)CCC5)c(C)o1
  -3, 0.4, -3, 0.0

Two compounds picked at random from those above:
Value order – MITF inh, GPR151 ag, TEAD-YAP block, FBW7 act
- CCOC(=O)C1=C(C)N=c2s/c(=C/c3ccc4cc(C)ccc4n3)c(=O)n2C1c1ccc(OC)cc1 (centres undefined)
  -2, -0.4, -2, 0.0
- Nc1cc(=O)[nH]c(SCC(=O)Nc2nc(-c3ccc(F)cc3)cs2)n1
  7, -1.1, 4, 0.0

Back to the main list, repeating the 4 entries before the break.
Value order – MITF inh, GPR151 ag, TEAD-YAP block, FBW7 act
- CCCC(=O)Nc1cc(C)c(NC(=O)c2cccc(F)c2)cn1
  9, 0.6, 5, 0.3
- C/C(=N\NC(N)=O)c1cccc(Cl)c1
  -11, -1.9, -3, -0.1
- Nc1cc(=O)[nH]c(SCC(=O)Nc2nc(-c3ccc(F)cc3)cs2)n1
  7, -1.1, 4, 0.0
- Cc1cc(-c2nc3c4c5c(sc4[nH]c(=O)n3n2)CCC5)c(C)o1
  -3, 0.4, -3, 0.0
- CC(C)(C)NC(=O)C(=O)NNC(=O)c1ccc(Cl)cc1Cl
  17, -1.0, -9, 0.6
- CCCCN(C)C(=O)c1c[nH]c2ccc(S(=O)(=O)N(C)c3ccc(C)c(C)c3)cc2c1=O
  2, 0.7, 13, -0.1
- O=C(CCN1C(=O)c2ccccc2C1=O)Nc1ccc([N+](=O)[O-])cc1Br
  17, -0.5, 11, 0.4
- Cc1csc(NC(=O)c2sc3nc(C)c4c(c3c2N)CCCC4)n1
  -3, 0.3, 94*, 0.0
- CCc1ccc(-n2c(C)nc3cc(C(=O)NCc4ccccc4Cl)ccc32)cc1
  -2, 1.3, 3, 0.0
- Cc1ccc(CN2CCN(Cc3ccc(N4CCNC4=O)cc3)CC2CCO)o1 (centres undefined)
  3, 4.9, -5, -0.2
- COc1ccc(Cl)cc1NC(=O)C1CCCN1/C=C/C(=O)C(F)(F)F (centres undefined)
  -11, -0.3, -9, -0.2
- COc1ccc(-n2nc(C(=O)NCC(=O)NCCN3CCOCC3)c3ccccc3c2=O)c(OC)c1
  5, 0.1, 2, 0.4
- CCOC(=O)C1=C(C)Nc2ncnn2C1c1cccnc1 (centres undefined)
  -10, 0.6, 1, 0.8
- O=C1C2C3c4ccccc4C(c4ccccc43)C2C(=O)N1CN(C(=O)C(F)(F)F)c1ccc(Cl)c(Cl)c1 (centres undefined)
  7, -0.1, -1, 0.0
- Cc1ccc(-n2nc3c(c2NC(=O)/C=C\c2ccccc2)CSC3)c(C)c1
  3, 1.7, 2, -0.1
- CSc1ccc(Cl)c(C(=O)OCC(=O)/C(C#N)=C(\C)N)c1
  -12, -1.9, -2, -0.2
- O=C(Cc1ccccc1)Nc1cccc(-c2nc3ccccc3s2)c1
  -1, -5.9, -39, 0.1
- CC1(C)C=C(c2ccc(C(=O)O)s2)CC(C)(C)N1
  -4, 3.3, 5, -0.1
- CCOc1ccc(S(=O)(=O)NCC2(c3ccc(F)cc3)CC2)cc1C
  8, -1.1, 11, 0.3
- CCCC(=O)N1CCC(C2(C)NC(=O)N(Cc3cccc(OC)c3OC)C2=O)CC1 (centres undefined)
  7, 0.4, 0, 0.0
- COc1cc(C(=O)n2nnc3ccccc32)cc(OC)c1OC
  14, -1.1, 0, 0.1
- O=C(CSCc1ccc(Cl)cc1Cl)Nc1ccc(O)cc1C(=O)O
  13, 0.6, -1, 0.0
- COCCN(Cc1cc2cc(C)cc(C)c2[nH]c1=O)C(=O)N1CCOCC1
  7, -0.4, 8, 0.1
- O=c1[nH]nc(SCc2ccc(Cl)cc2Cl)c(=O)[nH]1
  12, -1.3, -5, 0.2
- Cc1cc(SCC(=O)N2CCN(C)CC2)nc(SCC(=O)N2CCN(C)CC2)n1
  10, -0.4, 7, -0.1
- O=C(Nc1c2c(nn1-c1cccc(Cl)c1)CSC2)c1cccs1
  -7, 1.2, 2, 0.1
- Cc1cc2ncn(-c3ncnc4sccc34)c2cc1C
  10, 2.2, -31, 0.0
- COc1ccc(NC(=O)CC[C@H]2CN(Cc3ccccc3)CC[C@H]2N2CCCC2)cc1
  15, -1.6, -4, 0.1
- CCOC(=O)c1c(NC(=O)CN2CCOCC2)sc2c1CCC/C2=N\O
  14, -0.5, -12, 0.1
- COc1ccc(NC(=O)Nc2ncn(Cc3ccc(F)cc3Cl)n2)c(OC)c1
  10, 0.7, 5, 0.4
- CCN(CC)C(=O)CSc1nnc2c3cc(OC)ccc3n(C)c2n1
  -1, 0.9, -7, 0.0
- COc1ccc(C2C(C(=O)OC3CCCCCC3)=C(C)NC3=C2C(=O)CC(C)(C)C3)c(OC)c1OC (centres undefined)
  -8, 0.0, 3, 0.0
